# High-throughput results: PubChem BioAssay, National Center for Advancing Translational Sciences (NCATS)
# AmpC inh det – inhibitors of E. coli AmpC beta-lactamase with detergent; P00811; purified AmpC, nitrocefin hydrolysis with detergent; Potency, µM (doses to about 28.7 µM), inactives show at the highest dose activity change, negative = inhibition; hit rate 0.09% among 71,000; AID 584; active means well fitted curve in the direction sought with a large enough effect
# Target sequence (P00811 whole entry, looked up): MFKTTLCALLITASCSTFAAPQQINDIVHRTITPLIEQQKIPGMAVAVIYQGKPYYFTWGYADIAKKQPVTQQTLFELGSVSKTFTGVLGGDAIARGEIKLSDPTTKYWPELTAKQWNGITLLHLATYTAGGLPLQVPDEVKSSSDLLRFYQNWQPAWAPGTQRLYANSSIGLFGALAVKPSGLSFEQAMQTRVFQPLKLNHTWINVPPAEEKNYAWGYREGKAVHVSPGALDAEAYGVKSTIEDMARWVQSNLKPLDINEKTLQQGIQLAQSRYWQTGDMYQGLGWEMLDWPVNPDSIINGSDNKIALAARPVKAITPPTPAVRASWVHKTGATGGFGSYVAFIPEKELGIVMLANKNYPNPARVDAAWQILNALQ
#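 E. coli AmpC (5.3 nM) in 20 mM phosphate pH 7.0 with 0.01% Triton X-100, preincubated 15 min RT with compound; nitrocefin (2 uL of 800 uM stock) hydrolysis followed by 480 nm absorbance every 20 s over 4 min.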
# * marks the source's active call; other numbers are inactive results; [ ] = remark or other dose. On the % scale 0 is the no-effect control and ±100 the full control effect; potency means the concentration at half of the fitted maximal effect. This is a subset; the hit share may differ from the screen's.
SMILES,AmpC inh det
CC(=O)N1CCN(CCN=CC2=C(O)CC(c3cccs3)CC2=O)CC1 (stereo not drawn),10%
CCCC(c1c(C)n(C)n(-c2ccccc2)c1=O)c1c(C)n(C)n(-c2ccccc2)c1=O,3%
CN(CC(=O)N1CCN(c2ccccn2)CC1)S(=O)(=O)c1ccc2ccccc2c1,-2%
CC(=O)c1cc(C#N)c(SCC(=O)OC(C)C)nc1C,20%
Cc1[nH]c2c(C(F)(F)F)cccc2c1CCN,-8%
COC(=O)c1ccccc1S(=O)(=O)N(Cc1cc2ccc(OC)cc2[nH]c1=O)CC1CCCO1 (stereo not drawn),5%
CCN(CC)C(=O)c1cc2cc(Br)ccc2oc1=O,-2%
CN1CC[C@@]2(CCCN(S(=O)(=O)c3ccccc3)C2)C1,-4%
Cc1cc(C)c(OCC(=O)Nc2nnn(C)n2)c(Br)c1,-2%
CC1=C(C(=O)OCc2ccccc2)C(c2ccccc2)NC(=O)N1CCCCCC(=O)O (stereo not drawn),-2%
COc1ccc(Cl)cc1Nc1nc(NCCO)nc(N2CCCC2)n1,6%
O=C(CN1CCN(S(=O)(=O)c2ccc(F)cc2)CC1)Nc1cccc(C(F)(F)F)c1,-4%
CCC(=NCc1ccco1)c1c(O)[nH]c(=O)[nH]c1=O,-2%
[O-]/[N+](=C\c1ccccc1)[C@@H]1CCCC[C@@H]1/[N+]([O-])=C/c1ccccc1,0%
CCOCC(=O)NCc1ccc2c(c1)OCO2,12%
COCCCn1c(SCC(=O)NC(C)(C)C)nnc1-c1ccccc1,10%
CCCCCOC(=O)c1cc(=O)[nH]c2ccccc12,-1%
Nc1c(S(=O)(=O)c2cccs2)c2nc3ccccc3nc2n1/N=C/c1cccc(O)c1,-2%
CC(=O)c1cnc(N2CCCCC2)nc1C,-2%
Cc1ccnc(NC(=O)CCC(=O)N(CC(=O)NC2CCCCC2)c2cccc(C)c2C)c1,11%
Cn1c(=O)c2c(ncn2CC(=O)N2CCOCC2)n(C)c1=O,12%
Cc1ccc2c(c1)[nH]c1c(=O)n(CCN3CCCCC3)cnc12,-5%
COc1ccc(C(=O)NCCn2cc(SCC(=O)Nc3nnc(C)s3)c3ccccc32)cc1,-2%
Cc1ccc(S(=O)(=O)N2CCC(C(=O)N3CCC4(CC3)OCCO4)CC2)cc1,-1%
Cc1nnc(SCC(=O)NCC2CCCO2)n1-c1ccccc1 (stereo not drawn),-3%
C=CCn1c(=O)[nH]c2cc(C(=O)N3CCN(c4cc(C)ccc4C)CC3)ccc2c1=O,3%
COc1ccc(-c2[nH]ncc2-c2cnn(-c3ccccc3)c2)c(O)c1,9%
CCOC(=O)N1CCC(c2[nH][nH]c(=O)c2C)CC1,0%
CC1=C(C(=O)Nc2ccccc2C)C2(CCCC2)C(C(N)=O)C(=O)N1 (stereo not drawn),-3%
COc1ccccc1OCC(=O)N(Cc1nc(-c2ccccc2)no1)C1CCCCC1,-6%
CC(C)N(C)C1CCN(C(=O)Nc2ccc(Cl)cc2)CC1,0%
CCOC(=O)C1CCN(CC(=O)Nc2c(C(=O)OC)n(C)c3cccc(C)c23)CC1,1%
CC(C)[C@@H](CC(=O)N[C@@H]1CCCC[C@H]1C(=O)N[C@H](CC(=O)N[C@@H](CCC(=O)O)CC(=O)O)Cc1c[nH]c2ccccc12)NC(=O)C[C@H](Cc1ccccc1)NC(=O)[C@@H]1CCCC[C@H]1N,-8%
COc1cccc(OCc2nc3ccccc3[nH]2)c1,12%
O=C(Nc1ccc(-c2cn3ccsc3n2)cc1)C1COc2ccccc2O1 (stereo not drawn),-15%
CCCc1cc(=O)[nH]c(SCC(=O)c2cc(C)n(C(C)COC)c2C)n1 (stereo not drawn),20%
Cc1ccc(C(=O)N2CCCC2)cc1S(=O)(=O)Nc1ccccc1,-8%
O=C(Nc1cccc(F)c1)N1CC[C@@]2(CCCNC2)C1,0%
CC1(C)S[C@@H]2[C@H](NC(=O)COc3ccccc3)C(=O)N2[C@H]1C(=O)O (tested in a mixture with another compound),0%[12.8 µM]
CC(C)C(=O)Nc1ccccc1N1CCN(S(C)(=O)=O)CC1,-2%
O=C(COc1ccc(-n2cnnn2)cc1)NC1CCCCC1,-1%
N#Cc1ccc(Oc2cccnc2)cc1C#N,10%
COC(=O)N1CCC2(CC1)CN(C(=O)Nc1ccc(OC)cc1)C2,0%
O=C(Cn1c(=O)oc2ccccc21)Nc1ccc(S(=O)(=O)N2CCCCC2)cc1,-1%
CC(C)Cn1c(=O)c(C2=NS(=O)(=O)c3ccccc3N2)c(O)c2ccccc21,-1%
COc1ccc(OCc2cccc(C(=O)O)c2)cc1,0%
CC1CCN(Cc2nc3c(c(=O)n(C)c(=O)n3C)n2CCN2CCOCC2)CC1,-6%
O=C(C(Cc1ccccc1)N1C(=O)C2C3C=CC(C3)C2C1=O)N1CCCCCC1 (stereo not drawn),1%
Cc1occc1C(=O)N1CCN(c2ccc(Cl)c(Cl)c2)CC1,-2%
O=C(CSc1nnc(-c2ccccc2Cl)n1Cc1ccco1)Nc1ccc2c(c1)OCCO2,-4%
COc1ccc(N2CCN(C(=O)C(C)(C)Oc3ccc(Cl)cc3)CC2)cc1,11%
Nc1nc(N)nc(-c2ccccc2)n1,-2%
CCC(C)NC(=O)C1CC(c2cccc(OC)c2)=NO1 (stereo not drawn),-5%
O=C(NNC(=O)c1ccncc1)c1ccncc1,-2%[5.75 µM]
Cc1ccc(OCCNC(=O)c2ccco2)cc1C,-2%
CCCCNC(=O)c1ccc(CS(=O)(=O)c2cccc(C(F)(F)F)c2)o1,0%
COc1ccc(C2CC(C(F)(F)F)n3nc(C(=O)Nc4ccc5c(c4)OCO5)cc3N2)cc1 (stereo not drawn),4%
Cn1c(COc2ccc(Cl)cc2)nc2ccccc2c1=O,-1%
COc1ccc(NC(=O)C2CCCN2C(=O)NC2CCCCC2)cc1OC (stereo not drawn),5%
COC(=O)C1=C(C)OC(N)=C(C#N)C1C1CCCCC1 (stereo not drawn),-6%

# More entries
SMILES,AmpC inh det
c1cncc([C@@H]2CCCCN2)c1,-1%
Cc1ccc(N(Cc2cc(=O)[nH]c3ccccc23)C(=O)c2ccco2)cc1,-8%
CC(C)c1nnc(NC(=O)CSc2nc3ccccc3s2)s1,-7%
COn1cnnc1-c1ccccc1,15%
Nc1nc(CSc2nc3ccccc3[nH]2)cs1,-2%
CCOC(=O)c1c(C)nc2ncccn12,-4%
Cc1ccc(NC(=O)c2nnn(CC(=O)Nc3ccccc3)c2N)cc1C,6%
O=C1C2C3C=CC(C3=C3CCCCC3)C2C(=O)N1c1ccccc1 (stereo not drawn),12%
CCC(C)NC(=O)c1ccccc1C(=O)NC(C)CC (stereo not drawn),0%
COc1ccc(-c2cc(N)n(S(=O)(=O)Cc3ccccc3)n2)c(OC)c1,1%
CCCCc1ccc(CC(=O)O)cc1,1%
Cc1onc(-c2ccccc2)c1C(=O)NC(C)C,13%
CSC1=NCCN1C(=O)C(C)(C)Oc1ccc(Cl)cc1,4%
COC(=O)c1[nH]c2ccc(F)cc2c1NC(=O)CCN1CCN(Cc2ccc3c(c2)OCO3)CC1,-4%
Cc1cc(C)cc(-c2nnc(SCC(=O)N3CCN(C(=O)c4ccco4)CC3)o2)c1,-6%
O=C(C(Cc1ccccc1)n1cccc1)N1CCN(Cc2ccccc2)CC1 (stereo not drawn),9%
C=CCOc1ccc(C2NC(=O)NC(C)=C2C(=O)OC)cc1 (stereo not drawn),20%
Cc1cccc(C(=O)O)c1[N+](=O)[O-],9%
CCCNC(=O)NCCc1c(C)[nH]c2ccccc12,15%
COC(=O)c1ccccc1NC(=O)C1CCCN(S(=O)(=O)c2ccc(F)cc2)C1 (stereo not drawn),-2%
COc1cccc(NC2c3ccccc3C(=O)N2Cc2ccco2)c1 (stereo not drawn),3%
CC(C)C(c1nnnn1C(C)(C)C)N1CCN(c2cccc(Cl)c2)CC1 (stereo not drawn),0%
C/C(Cl)=C\Cn1c(Nc2cccc(C)c2)nc2c1c(=O)n(C)c(=O)n2C,0%
c1ccc(-c2cn3nc(-c4ccccc4)sc3n2)cc1,-4%
CCOc1ccc(C2CC(c3ccccc3C)n3nc(N)nc3N2)cc1 (stereo not drawn),11%
COc1ccccc1N1CCN(C2=NS(=O)(=O)c3ccccc32)CC1,-5%
CCOC(=O)c1[nH]c(C)c(/C(O)=C2\C(=O)C(=O)N(CCCN3CCOCC3)C2c2cccnc2)c1C (stereo not drawn),10%
O=C(NCCSCc1ccco1)Nc1ccc(Cl)cc1,-2%
O=C(CSc1nnnn1-c1ccc2c(c1)OCCO2)Nc1nc2c(s1)CCCC2,10%
Cc1cc(CN2CCCCC2)c(O)c(CN2CCCCC2)c1,-5%[5.75 µM]
O=C1C(Cl)=C(N2CCOCC2)C(=O)N1c1cccc(Cl)c1,-2%
Nc1nc(-c2ccco2)nn1C(=O)CCc1ccccc1,-7%
CCC(C)n1[nH]c(=O)c2c(C)cc(C)nc21 (stereo not drawn),-1%
CN(C)S(=O)(=O)c1ccc(C(=O)Nc2ccc(CN3CCCC3)cc2)cc1,1%
CC(C)Nc1ccccc1,10%
COC(=O)c1sc(NC(=O)c2ccc(Cn3cc(Cl)cn3)o2)c(C#N)c1C,-2%
CC1CN(S(=O)(=O)c2ccc(NC(=O)CCN3C(=O)c4ccccc4C3=O)cc2)CC(C)O1 (stereo not drawn),6%
O=C1CC2(CCCCC2)Oc2ccc(OCC(=O)N3CCOCC3)cc21,2%
Cc1c2c(nc3c(C(=O)NC4CCCC4)cnn13)CCCC2,-1%
CC(=C1C(=O)c2ccccc2C1=O)N1CCC(C(N)=O)(N2CCCCC2)CC1,-7%
CC(=O)Nc1cc(C(=O)O)ccc1S(=O)(=O)c1ccc(C)cc1,-3%
Nc1nc(-c2cccnc2)nn1S(=O)(=O)c1ccccc1,-4%
COC(=O)c1cc(NC(=O)c2nccnc2C(=O)O)cc(C(=O)OC)c1,11%
O=C(Nc1ccc(N2CCCCC2)cc1)c1cccnc1,3%
CCC(C)(C)NC(=O)C(c1cccn1C)N(C(=O)Cn1nnc2ccccc21)c1ccccc1OC (stereo not drawn),2%

# A stretch from further up, for reference:
SMILES,AmpC inh det
CC(=O)N1CCN(CCN=CC2=C(O)CC(c3cccs3)CC2=O)CC1 (stereo not drawn),10%
CCCC(c1c(C)n(C)n(-c2ccccc2)c1=O)c1c(C)n(C)n(-c2ccccc2)c1=O,3%
CN(CC(=O)N1CCN(c2ccccn2)CC1)S(=O)(=O)c1ccc2ccccc2c1,-2%

# Carrying on:
SMILES,AmpC inh det
CN(Cc1ccco1)c1ncnc2ccc(-c3ccccc3C#N)cc12,8%
O=C(c1cccn2c(=O)c3ccccc3nc12)N1CCN(Cc2ccc3c(c2)OCO3)CC1,7%
CC(=O)Nc1ccc(OCC(O)Cn2nc(C)nc2C)cc1 (stereo not drawn),-4%
Cc1ccc2[nH]c3c(c2c1)CN(C(=O)CN1CCN(Cc2ccc4c(c2)OCO4)CC1)CC3,-6%
COc1nc(-c2ccc(Cl)cc2)ccc1-c1noc(-c2ccco2)n1,5%
N#CCSc1nc2cc(C(=O)N3CCC(C(N)=O)CC3)ccc2c2nc3ccccc3n12,-7%
Cc1cc(C)n(-c2cc(-c3ccccc3)nc(C)n2)n1,-5%
COc1ccc(-c2noc(CSc3nnc(-c4ccncc4)n3-c3ccc(F)cc3)n2)cc1OC,-5%
O=C(NC1=NCCS1)c1ccc(Cl)s1,-1%
O=C(Nc1ccccc1)c1cnc2n(c1=O)CCS2,18%
O=C(c1cccc(F)c1)N1CCC2(CC1)CCN(c1ccccn1)CC2,-2%
Cc1ccc(S(=O)(=O)CCC(=O)c2ccc(O)cc2O)cc1,7%
CCOc1c(CNCCNC(=O)c2nonc2N)cccc1OC,-2%
COC(=O)c1cc(OC)c(OC)cc1NC(=O)c1ccco1,25%
COc1ccc(S(=O)(=O)Cc2ccc(C(=O)N3CCC(C(N)=O)CC3)o2)cc1,5%
O=C(Cn1c2c(c(-c3ccccc3Cl)cc1=O)CCC2)N1CCC2(CC1)OCCO2,-2%
Cc1ccc2oc(=O)c3cc(C(=O)N4CCN(C(=O)c5ccco5)CC4)sc3c2c1,13%
Cc1c(C(=O)N2CCCCC2)oc2ccc(S(=O)(=O)N3CC(C)CC(C)C3)cc12 (stereo not drawn),-2%
Cc1nc2sccn2c1P(c1c(C)nc2sccn12)c1c(C)nc2sccn12,2%

# Shown field by field: entries from further up.
O=C(Cn1c2c(c(-c3ccccc3Cl)cc1=O)CCC2)N1CCC2(CC1)OCCO2
  AmpC inh det: -2%
Cc1ccc2oc(=O)c3cc(C(=O)N4CCN(C(=O)c5ccco5)CC4)sc3c2c1
  AmpC inh det: 13%
Cc1c(C(=O)N2CCCCC2)oc2ccc(S(=O)(=O)N3CC(C)CC(C)C3)cc12 (stereo not drawn)
  AmpC inh det: -2%
Cc1nc2sccn2c1P(c1c(C)nc2sccn12)c1c(C)nc2sccn12
  AmpC inh det: 2%

# 4 entries from above, with tabs.
SMILES	AmpC inh det
O=C(Cn1c2c(c(-c3ccccc3Cl)cc1=O)CCC2)N1CCC2(CC1)OCCO2	-2%
Cc1ccc2oc(=O)c3cc(C(=O)N4CCN(C(=O)c5ccco5)CC4)sc3c2c1	13%
Cc1c(C(=O)N2CCCCC2)oc2ccc(S(=O)(=O)N3CC(C)CC(C)C3)cc12 (stereo not drawn)	-2%
Cc1nc2sccn2c1P(c1c(C)nc2sccn12)c1c(C)nc2sccn12	2%
